Screens (PubChem)
ERp5 inh – inhibitors of ERp5-driven insulin aggregation, primary screen, biochemical, turbidity, absorbance 650 nm, single point; 90 min; Protein disulfide-isomerase A6 (Homo sapiens), Q15084; AID 651711, 2012; 0.05% of 350,000 active; inhibition, % at 9.99 µM;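 active = mean replicate inhibition above about 25%, with every replicate also reaching it, limit read from the data, passing the limit was not always enough; inconclusive = only one of those two criteria met; inactive = neither criterion met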
Target sequence (Q15084 whole entry, looked up): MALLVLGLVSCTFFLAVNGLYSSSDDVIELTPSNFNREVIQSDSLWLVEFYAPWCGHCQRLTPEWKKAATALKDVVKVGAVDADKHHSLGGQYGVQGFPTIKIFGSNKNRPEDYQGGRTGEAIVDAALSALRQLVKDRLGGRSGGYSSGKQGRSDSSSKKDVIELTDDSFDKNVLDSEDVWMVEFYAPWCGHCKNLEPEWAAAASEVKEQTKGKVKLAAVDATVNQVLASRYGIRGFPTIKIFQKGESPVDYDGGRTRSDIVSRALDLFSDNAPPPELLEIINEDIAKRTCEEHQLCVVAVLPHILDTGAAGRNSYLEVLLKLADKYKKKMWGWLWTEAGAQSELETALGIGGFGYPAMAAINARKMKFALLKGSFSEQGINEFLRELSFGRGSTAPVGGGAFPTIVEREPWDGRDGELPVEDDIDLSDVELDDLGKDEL
E-selectin induc – E-selectin induction in HUVECs, primary screen, imaging, HUVEC, immunofluorescence imaging, single point; 0.37% of 260,000 active; normalized: neutral wells 0, TNF-alpha wells 100; activation, % at 7.58 µM; P16581;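 active = mean E-selectin-positive cell signal at least 10% of the positive control, reached in at least 60% of replicates, without over 20% cell loss; inconclusive = no rule given, readout overlaps actives, possibly toxicity-flagged; inactive = the rest, including those meeting only one limit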;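 note: in these data hits start at about 27%; measured in HUVEC primary endothelial cells; signal is the percent of cells scored E-selectin positive by PE staining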
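assay system = HUVEC, human umbilical vein endothelial cells | input = 3,000 HUVEC seeded per well | medium = EGM-2 growth medium on 0.1% gelatin-coated wells | dosing = one compound dose added by pin transfer | signal = immunofluorescence imaging | read-out basis = % PE-positive cells | control set = TNF-alpha, DMSO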
Casp6 inh – human caspase-6 inhibitors, primary screen, biochemical, VEID-R110 fluorescence, single point, set 2; P55212; purified caspase-6, Z-VEID-R110 cleavage fluorescence; inhibition, % at 12.5 µM; 0.53% of 350,000 active; AID 686996, 2013;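 active = mean inhibition across replicates at least about 35%, with every replicate also reaching that limit, limit read from the data; inconclusive = only one of the two criteria met; inactive = neither criterion met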;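 note: 0% = median of neutral control wells and 100% = no fluorescence left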
RAD52 inh – RAD52 DNA annealing inhibitors, primary screen, biochemical, FRET, single point, set 2; recombinant RAD52 DNA annealing, FRET fluorescence; inhibition, % at 18.7 µM; 0.46% of 360,000 active;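 active = every replicate showing at least 50% inhibition; inconclusive = mean inhibition at least 50% but not in every replicate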
Target sequence (P43351 whole entry, looked up): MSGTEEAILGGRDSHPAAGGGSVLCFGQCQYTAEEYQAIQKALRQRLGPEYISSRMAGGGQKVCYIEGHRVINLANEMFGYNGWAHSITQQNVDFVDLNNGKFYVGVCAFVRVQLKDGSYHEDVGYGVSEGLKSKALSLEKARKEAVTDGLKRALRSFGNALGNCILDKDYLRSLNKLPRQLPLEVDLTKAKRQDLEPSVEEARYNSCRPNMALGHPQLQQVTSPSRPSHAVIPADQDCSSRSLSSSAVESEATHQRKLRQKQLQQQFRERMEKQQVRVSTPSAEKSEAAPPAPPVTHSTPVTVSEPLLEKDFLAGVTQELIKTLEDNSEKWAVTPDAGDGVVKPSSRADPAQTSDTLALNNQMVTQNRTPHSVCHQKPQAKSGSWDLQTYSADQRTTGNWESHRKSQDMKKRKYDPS
ARNT-TACC3 inh – disruptors of ARNT/TACC3 protein interaction, primary screen, biochemical, AlphaScreen, single concentration; Transforming acidic coiled-coil-containing protein 3 (Homo sapiens), Q9Y6A5; AlphaScreen His-ARNT PAS-B/GST-TACC3 binding, luminescence; TACC3 fragment carries E629A point mutation; AID 623870, 2012; inhibition, % at 9.99 µM; 0.66% of 390,000 active;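 active = mean inhibition of replicates at least 50% and at least half of replicates each reaching 50%; inconclusive = half or more replicates reach 50% but mean below 50%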;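 note: 0% = complete ARNT plus TACC3 wells and 100% = ARNT alone without TACC3; many hits fall short of the cut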
PglD DTNB – C. jejuni PglD acetyltransferase inhibitors, primary screen, biochemical, DTNB colorimetric, single point; UDP-N-acetylbacillosamine N-acetyltransferase PglD (Campylobacter jejuni); purified PglD enzyme, DTNB colorimetric CoA detection; 0.098% of 360,000 active; AID 602405, 2012; inhibition, % at 12.5 µM; in the data active = inhibition above about 16%, passing the limit was not always enough; inconclusive = no clear call, values can overlap the other calls; note: strong numbers were not always called active
esBAF inh – Bmi1 luciferase reporter increase in mESCs, primary screen, esBAF inhibitor project, mouse ES cells, Bmi1 luciferase knock-in, single point; 24 h; 100% = twice the neutral-well signal; reporter increase, % at 12.5 µM; 2% of 350,000 active; AID 602393, 2012; in the data active = activation above about 40%; inconclusive = no clear call, values can overlap the other calls;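 note: 0% = median of the plate's neutral control wells and 100% = double that signal; a rise in the Bmi1 reporter signal indicates esBAF inhibition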
RAD54 branch – inhibitors of human RAD54 branch migration, primary screen, biochemical, fluorescence, single point; DNA repair and recombination protein RAD54-like (Homo sapiens), Q92698; RAD54 Holliday junction branch migration, FAM/BHQ fluorescence; inhibition, % at 10.4 µM; 0.14% of 360,000 active; AID 602329, 2012;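 active = mean normalized replicate activity at least 40 and at least half of replicates scoring 40 or more; inconclusive = only one of the two criteria met; inactive = mean below 40 and under half of replicates reaching 40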;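 note: 0% = median of neutral control wells and 100% = median of positive control wells; inhibitors cause a drop in the FAM fluorescence signal; in these data hits start at about 50%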
Starred values were filed as active, the others as inactive; ? = inconclusive; / = not tested or not shown.

SMILES	ERp5 inh	E-selectin induc	Casp6 inh	RAD52 inh	ARNT-TACC3 inh	PglD DTNB	esBAF inh	RAD54 branch
CCCN(CC(=O)Nc1ccccc1OC)C(=O)c1cnc(Cl)c(Cl)c1	-0.5	/	0.5	-9.4	-4.3	1.9	-1.3	-15.8
C/C(=N\NC(=S)NCc1ccccc1)c1ccc(Br)cc1	11.1	0.0	-1.0	-1.7	-1.1	/	/	/
CCO[C@@H]1OC(C(=O)N2CCN(Cc3ccccc3)CC2)=C[C@H](c2cn(C(C)=O)c3ccccc23)[C@H]1CCCO	2.5	0.2	-1.7	-24.5	-0.8	1.1	6.1	-2.8
CCCCSc1nc(C)c(C(C)=O)cc1C#N	/	/	/	/	6.7	2.9	15.8	5.8
COc1ccc(O)c(C2(O)C(=O)c3ccccc3C2=O)c1	4.6	-0.2	-2.8	-10.2	0.9	2.0	-0.2	0.4
Cc1onc(-c2c(F)cccc2Cl)c1C(=O)NCC1COc2ccccc2O1 (centres undefined)	/	/	/	/	6.5	6.6	1.1	-0.5
CC=Cc1ccc2n(c1=O)C[C@@H]1[C@@H](CO)[C@H](C(=O)NCc3ccc(F)cc3)N(CC)[C@H]21 (mixture of isomers)	-3.8	1.4	1.5	-24.4	3.7	7.4	1.4	3.5
COc1cccc(N2CCN(c3ccc(S(=O)(=O)N4CCN(C)CC4)cc3[N+](=O)[O-])CC2)c1	-1.7	0.3	-3.4	-16.3	/	/	11.7	/
CC1=NN(c2nc(N)nc(/C(C#N)=C/c3ccc([N+](=O)[O-])o3)n2)C(C)(C)C1	3.0	0.9	-1.1	-26.4	-5.7	/	/	/
CCOc1ccc(Cl)cc1-c1cc(C(=O)NCc2cc(C(F)(F)F)cc(C(F)(F)F)c2)[nH]n1	-2.0	0.4	-1.9	-1.5	/	-1.4	1.4	2.8
COc1ccc2ccccc2c1/C=N/NC(=O)c1ccc([N+](=O)[O-])cc1	0.8	0.1	-1.4	-18.7	-9.5	4.8	1.5	-24.8
Fc1cccc(Cc2noc(CN3CCCCC3CCc3ccccn3)n2)c1 (centres undefined)	5.8	-0.1	1.2	-9.6	9.8	0.4	-4.4	-3.6
CCOC(=O)c1csc(N)c1-c1ccc([N+](=O)[O-])cc1	/	/	2.8	-10.6	-4.8	6.2	/	-9.9
CCC(=O)NC(C)C(c1cccs1)N1CCN(Cc2ccccc2)CC1 (centres undefined)	7.7	-0.1	-1.2	-10.4	-1.6	-4.6	-0.9	6.8
CN(C)C1=NCCN1CCc1ccc(F)cc1	4.4	0.0	15.5	-0.5	-18.4	1.9	-1.4	-8.4
O=C(COC(=O)c1ccc(S(=O)(=O)N2CCCC2)cc1)Nc1ccc(F)cc1F	-3.7	0.0	-0.2	-11.3	0.2	0.4	-3.8	9.8
COc1ccccc1-c1nnc(NC(=O)C(C)SC2=NCCS2)s1 (centres undefined)	-7.8	0.0	-0.8	-7.5	-3.7	2.2	1.4	-4.2
COc1ccc(NS(=O)(=O)c2ccc(C)c(C(=O)N(C)CCc3ccc(OC)c(OC)c3)c2)cc1	-2.5	/	5.6	-7.2	3.8	2.6	12.7	8.5
O=C(CCCc1ccccc1)c1ccccc1	-4.6	/	0.1	-3.8	0.1	-5.8	23.1	-5.6
CCn1cc(C(=O)O)c(=O)c2cc(F)c(N3CCN(C(=S)NC(=O)c4ccccc4F)CC3)cc21	-1.2	/	-4.3	-13.4	3.3	/	/	/
O=C(COC(=O)/C=C/c1ccc(Cl)cc1)Nc1ccc2[nH]c(=O)[nH]c2c1	2.5	2.0	3.3	-5.9	-4.5	-2.3	9.9	-6.5
COc1cccc(C#Cc2cnc3c(c2)C(=O)N([C@@H](C)CO)C[C@@H](C)[C@H](CN(C)C(=O)C2CCC2)O3)c1	-5.5	0.5	1.5	2.8	-3.7	-2.8	-0.2	3.6
COc1ccc(-n2c(SCC(=O)Nc3nccs3)nc3sc4c(c3c2=O)CCN(C)C4)cc1	/	/	/	/	7.9	10.6	-0.9	23.0
Cc1ccc(-n2nnnc2CN2CCCCC2)cc1	-9.5	/	1.7	-12.7	3.2	/	-4.6	/
C[C@H](CO)N1C[C@H](C)[C@H](CN(C)C)Oc2c(NS(=O)(=O)c3cn(C)cn3)cccc2C1=O	1.5	12.1	-0.7	-2.0	-0.4	-0.5	1.9	-2.4

The listing continues:
SMILES	ERp5 inh	E-selectin induc	Casp6 inh	RAD52 inh	ARNT-TACC3 inh	PglD DTNB	esBAF inh	RAD54 branch
CNC(=O)C[C@@H]1CC[C@@H]2[C@@H](COc3ccc(NC(=O)Nc4ccccc4F)cc3C(=O)N2C)O1	/	0.0	/	/	/	2.6	-3.8	-0.1
O=C(c1cc2ccccc2oc1=O)N(Cc1ccc(F)cc1)C1CCS(=O)(=O)C1 (centres undefined)	1.8	0.0	2.0	4.6	0.9	0.3	?	5.8
CCC(=O)Nc1ccc(C(=O)CSc2nc3ccccc3cc2CC)cc1	1.4	/	-5.6	-40.0	1.5	-3.2	9.1	-0.9
Cc1ccsc1C1C(C(=O)O)c2ccccc2C(=O)N1C (centres undefined)	/	/	/	/	-1.5	-2.2	0.0	-9.8
CO[C@H]1CN(C)C(=O)c2cc(NC(=O)Nc3c(C)noc3C)ccc2OC[C@H](C)N(C)C[C@@H]1C	-4.6	-0.1	4.2	9.3	1.3	0.2	-1.7	-6.0
C#CCSc1n[nH]c(-c2ccco2)n1	-2.9	-0.2	5.2	-6.9	-5.8	3.1	1.1	2.9
CN(C(=O)COC(=O)c1ccc(=O)n(Cc2ccccc2)n1)c1ccccc1	0.3	/	-0.2	-13.1	-5.0	/	/	/
CCOC(=O)N1CCN(C(=O)COC(=O)CSc2ccc([N+](=O)[O-])cc2)CC1	-2.1	0.5	2.0	-14.9	-0.3	2.1	2.5	2.2
CN(C)C(=O)C[C@@H]1CC[C@H]2[C@H](COc3ccc(NC(=O)C4CCCCC4)cc3C(=O)N2C)O1	-1.7	-0.2	0.6	4.7	-15.5	2.3	0.6	-0.9
CCc1c(C(=O)Nc2nnc(C3CC3)s2)csc1C	0.0	/	7.6	-5.9	3.1	/	35.1	/
CCC1=C(C)CN(C(=O)NCCc2ccc(S(=O)(=O)NC(=O)NC3CCC(C)CC3)cc2)C1=O (centres undefined)	-0.2	0.1	-1.4	-21.4	3.1	2.3	1.0	7.2
COc1cc(C(=O)NCC2CCCN2S(=O)(=O)c2cccs2)cc(OC)c1OC (centres undefined)	-3.1	/	-2.6	-72.8	-1.1	/	/	/
Cn1c(Cc2cccs2)nnc1SCC(=O)Nc1ccccc1F	-0.5	-1.9	1.9	-10.8	-3.6	/	0.2	/
COC(=O)C1=C(CS(=O)(=O)c2ccc(OC)c(OC)c2)NC(=O)NC1c1ccc(O)c(OC)c1 (centres undefined)	4.7	6.5	-3.9	-9.1	0.8	1.9	-3.2	1.7
COc1ccc(S(=O)(=O)N2CCCCC2)cc1NC(=O)Cc1cccs1	-2.2	-0.7	0.3	-8.6	9.5	2.3	-6.9	-2.9
COc1cccc(-c2nc(CS(=O)(=O)CC(=O)NCc3ccccc3)c(C)o2)c1	2.9	/	-2.5	-8.7	-4.8	-1.0	-2.2	-8.2
CCN(CC)c1c([N+](=O)[O-])c(=O)sc2ccccc12	0.3	/	10.3	4.7	-4.2	/	/	/
O=C1CCCC2=C1C(c1ccco1)Nc1ccc3ccccc3c12 (centres undefined)	/	/	/	/	-3.2	3.1	22.4	-3.8
C[C@H]1CN([C@@H](C)CO)C(=O)Cc2cc(NC(=O)Cc3cn(C)c4ccccc34)ccc2O[C@@H]1CN(C)S(=O)(=O)c1ccc(F)cc1	9.4	0.5	-0.2	1.3	3.5	0.8	2.6	-18.0
COc1ccc(NC(=O)N2CCN(C(=O)Nc3ccc(OC)cc3)CC2)cc1	5.6	3.0	-1.1	-1.8	/	3.7	-1.0	-3.5
CNC(=S)N(CCc1c(C)[nH]c2ccc(C)cc12)Cc1cccnc1	1.7	0.1	-1.8	1.3	2.0	0.5	8.4	2.6
CCCN(CCC)c1nc(Cl)nc(NCc2ccco2)n1	/	/	/	/	-1.2	5.2	6.2	-8.6
CCOC(=O)CCC(NC(=O)CCCCCCCC(=O)NC(CCC(=O)OCC)C(=O)OCC)C(=O)OCC (centres undefined)	-1.8	0.5	0.8	-7.1	-2.8	/	/	/
COc1ccccc1C(CNC(=O)C(CCSC)NC(=O)c1ccccc1Cl)N1CCCC1 (centres undefined)	8.4	0.0	-9.6	-37.3	-3.0	3.1	4.5	-16.7
CCOC(=O)C(C)NC(=O)CCc1nnc2ccc(N3CCC(C)CC3)nn12 (centres undefined)	2.9	0.1	-0.6	-4.9	-7.0	-3.3	-4.7	-1.8

Rewritten with two lines to a compound: entries from further up
Values run as follows: ERp5 inh, E-selectin induc, Casp6 inh, RAD52 inh, ARNT-TACC3 inh, PglD DTNB, esBAF inh, RAD54 branch
Cn1c(Cc2cccs2)nnc1SCC(=O)Nc1ccccc1F
    -0.5, -1.9, 1.9, -10.8, -3.6, /, 0.2, /
O=C1CCCC2=C1C(c1ccco1)Nc1ccc3ccccc3c12 (centres undefined)
    /, /, /, /, -3.2, 3.1, 22.4, -3.8

(listing goes on)
SMILES	ERp5 inh	E-selectin induc	Casp6 inh	RAD52 inh	ARNT-TACC3 inh	PglD DTNB	esBAF inh	RAD54 branch
CC(C)(C)NC(=O)CSc1nnc(Cc2ccccc2)n1CC1CCCO1 (centres undefined)	5.1	/	0.7	-3.9	-0.7	/	/	/
O=C(CSC(=S)N1CCOCC1)Nc1ccc(S(=O)(=O)Nc2ncccn2)cc1	3.5	?	0.3	-15.1	-8.6	1.9	-1.5	12.2
CC(C)CNc1ncnc2c1ncn2[C@H]1CN(Cc2ccc(F)cc2)C[C@@H](CO)O1	-1.1	/	-2.8	0.8	/	4.3	1.1	-5.0
CCOC(=O)NC(=O)CSc1ccc2ccccc2n1	-0.6	5.1	-2.5	6.2	-3.1	/	/	/
C[C@H]1CN([C@@H](C)CO)C(=O)c2cc(C3=CCCCC3)cnc2O[C@@H]1CN(C)Cc1cccc(F)c1	3.3	0.3	3.3	11.9	-1.2	-2.1	-6.0	0.0
COc1ccc(CCNC(=O)C2CCCN(C(=O)c3ccc(Cl)cc3)C2)cc1 (centres undefined)	1.6	-0.2	1.9	-1.7	-5.3	0.4	0.2	3.0
N#Cc1cn(CC(=O)O)c2ccccc12	/	/	/	/	-4.5	5.3	-1.4	11.2
CO[C@H]1CN(C)C(=O)c2ccc(NC(=O)Nc3c(C)noc3C)cc2OC[C@H](C)N(CC2CC2)C[C@@H]1C	4.1	0.0	-3.8	-1.2	/	/	/	/
O=C(CCCc1ccccc1)Nc1nccs1	1.2	/	-3.7	-6.4	-2.0	/	/	/
Cc1nc(-c2cccc(NC(=O)Cc3ccccc3)c2)cs1	1.8	/	3.2	-7.0	10.1	/	/	/
COc1ccc(C(CNC(=O)c2cccc(S(=O)(=O)Nc3ccc(F)cc3)c2)N2CCOCC2)cc1 (centres undefined)	-0.1	/	0.6	-16.2	-1.3	-3.3	2.9	-3.9
